Screening results (PubChem BioAssay)
S3 lipid droplet: qHTS Assay for Lipid Storage Modulators in Drosophila S3 Cells; AID 2685, 2010; lipid storage change, negative = inhibition, % at the top dose, mostly 46.1 µM; hits show Potency in µM; Drosophila S3 cells, BODIPY lipid droplet fluorescence, 18-24 h; cells fed with added oleic acid; hit rate 0.64% among 320,000; active = well fitted inhibition curve with a large enough effect in the signal ratio, with a control signal flat, not every such curve was filed as active; inconclusive = small, poorly fitted or top-dose-only effect, or effect the other way, or a change in a side signal; the % refers to the signal ratio
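Drosophila S3 cells loaded with oleic acid (400 uM, as added) and compounds at several concentrations; lipid droplets imaged by 488-nm laser-scanning cytometry, 500–530 nm intensity and object ratio to cell channel. Percent activity normalized to 20 uM Triacsin C.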
S3 lipid droplet cell count max: further read-out of S3 lipid droplet, marked with its call; cell number change, %; measured here: cell count max response;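 cells counted by Cell Tracker Red CMTPX staining in the red channel; peak over a dose series mostly up to 46.1 µM; percent activity relative to internal control wells on each plate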
Numbers without * were called inactive; i = inactive; ? = inconclusive; / = not tested or not shown. % is set by controls: 0 for no effect and ±100 for the full control effect; potency is the fitted concentration of half-maximal effect. Not all compounds are listed, so the mix of outcomes need not match the whole.

SMILES	S3 lipid droplet	S3 lipid droplet cell count max
CCCNC(=O)C1CCC(CNS(=O)(=O)c2ccc3c(c2)CC(C)N3C(C)=O)CC1 (centres undefined)	23%	1
Cc1cccc(C)c1N1CCN(C(=O)Cn2cncn2)CC1	?	/
O=C(COC(=O)c1cccnc1Cl)NCc1ccco1	?	/
Nc1ccc(-c2nc3ccc(C(=O)O)cc3s2)cc1	2%	2
COC(=O)c1ccc(N=Cc2c(C(F)(F)F)[nH]n(C)c2=O)cc1	?	/
Fc1ccc(N2N=C(c3cccs3)CC2c2ccccc2)cc1 (centres undefined)	2%	0
COc1ccccc1NC(=O)C(C)Sc1nccn1C (centres undefined)	-3%	-8
CC1CCc2c(c3ccccc3[nH]c2=O)O1 (centres undefined)	?	/
Cc1cc(NC(=O)C2C3C(=O)N(CCC(C)C)C(C(=O)NCc4ccccc4)C34C=CC2(C)O4)no1 (centres undefined)	i	/
Cc1cc(C(=O)N/N=C2\CC(=O)CC(C)(C)C2)c2ccccc2n1	12%	0
C=CCSc1ncc(-c2ccccc2)cn1	?	/
c1ccc2c(c1)[nH]c1c(N3CCC4(CC3)OCCO4)ncnc12	?	/
COc1cc(/C=N/NC(=Nc2ccc(C)cc2)c2nc3ccccc3s2)ccc1O	?	/
COc1ccc(CC(=O)N2CCN(c3ccc(C4=NNC(=O)CC4C)cc3)CC2)cc1 (centres undefined)	15%	/
O=S(=O)(Nc1ccccc1O)c1cccc2cccnc12	?	/
CCO[C@H]1OC(C(=O)N2CCOCC2)=C[C@@H](c2coc3ccccc3c2=O)[C@@H]1CCCO	2%	11
COc1ccc(S(=O)(=O)NC(CC(=O)O)c2ccco2)cc1 (centres undefined)	1%	-6
COc1cc(OC)c(OC)cc1CN1CCN(c2ccccc2OC)CC1	21%	2
CN(CC(=O)Nc1cccc(F)c1)C(=O)c1cn(-c2ccccc2)nc1-c1ccc(F)cc1	?	/
Cc1cc(Cl)c2oc(C(=O)N3CCN(c4cccc(C)n4)CC3)c(C)c2c1	0%	12
Cc1ccccc1N(CC(=O)O)S(C)(=O)=O	1%	1
COCCN1C(=O)N(c2cccc(OC)c2)C(=O)C1CC(=O)Nc1ccc(OC)cc1 (centres undefined)	?	/
CC(C)n1ncc2c(C(=O)Nc3ccc(CC#N)cc3)cc(C3CC3)nc21	?	/
Cc1cccc2cc(CN(CC3CCCO3)C(=S)Nc3ccccc3)c(=O)[nH]c12 (centres undefined)	?	/
NS(=O)(=O)c1ccc(CCNC(=O)CSc2ccsc2[N+](=O)[O-])cc1	?	/
O=C(NC1CCCCC1)C(c1cccnc1)N(C(=O)c1csnn1)c1ccccc1F (centres undefined)	?	/
CC(OC(=O)CNC(=O)c1ccc2ccccc2c1)C(=O)NC1CCCCC1C (centres undefined)	5%	6
CCN(CC(=O)NCc1cccs1)C(=O)c1ccc(S(=O)(=O)N(C)C)cc1	?	/
COc1ccc(N2CCN(C(=O)c3cc4c(C)nc5ccccc5c4o3)CC2)cc1	7%	4
CCN1CCN(S(=O)(=O)c2c(C)cc(C)cc2C)CC1	?	/
COc1ccc(-n2c3c(cc(C#N)c2=O)C(=O)CCC3)cc1	1%	5
NC(=O)c1nsc(C(=O)N(Cc2cccnc2)C(C(=O)NCc2ccccc2)c2ccc(O)cc2)c1N (centres undefined)	?	/
CC(NC(=O)CSc1nc2c(cc1C#N)CN(C)CC2)c1ccccc1 (centres undefined)	17%	-10
Brc1cc2c(cc1/C=N/Nc1nc(N3CCCCC3)nc(N3CCCCC3)n1)OCO2	5%	-12
CC(=O)Nc1cc(C)c2nc(NC(C)=O)sc2c1	8%	0
COc1ccc(CNC(=O)CCCn2ccc3cc(S(=O)(=O)N4CCCC4)ccc32)cc1	-19%	8
O=C(CN1C(=O)CCOc2ccccc21)Nc1ccc(Cl)c(S(=O)(=O)N2CCOCC2)c1	11%	-12
C[C@@H](C(=O)NC1CCN(Cc2ccccc2)CC1)N1C(=O)N2CCc3c([nH]c4ccccc34)[C@@]2(C)C1=O	i	-2
O=C1c2ccccc2N2C(=O)c3ccccc3C2N1O (centres undefined)	10%	11
CCOC(=O)CSc1nc(C)c(C(C)=O)cc1C#N	?	/
Cc1cc(NC(=S)N(Cc2cccc(Br)c2)CC2CCC(C(=O)O)CC2)ccc1Cl (centres undefined)	3%	-14
CC1(C)CC(=O)C(/C=N/n2c(C(F)(F)F)nc3ccccc3c2=O)=C(O)C1	?	/
CCCCn1c(N)c(N(C)C(=O)c2ccc(OCC3CCCO3)cc2)c(=O)[nH]c1=O (centres undefined)	?	/
CCNc1nc(NCC)nc(N/N=C/c2ccc(O)c(OC)c2)n1	7%	12
Cn1nc(-c2ccccn2)nc2c(=O)n(C)c(=O)nc1-2	?	/
Cc1nn(Cc2ccccc2)c(C)c1NC(=O)CCCn1nc([N+](=O)[O-])c(Cl)c1C	-17%	-5
C=CCn1c(SCC(=O)N(C)C)nc2sc3c(c2c1=O)CCC3	?	/
CCC(C)(C)n1nnnc1C(c1cc2ccc(OC)cc2[nH]c1=O)N1CCc2ccccc21 (centres undefined)	?	/
Cn1c(Cc2cccs2)nnc1SCC(=O)N1CCCc2ccccc21	?	/
COc1ccc(NC2CS(=O)(=O)CC2NCc2ccccc2)cc1 (centres undefined)	7%	6
CC1(C)NC(=O)N(CC(O)CN2CCCC2)C1=O (centres undefined)	16%	4
Oc1cc(Nc2ccncc2)cc2cccnc12	?	/
Cc1ccc(NC(=O)Nc2cccc(Cl)c2)c(C(=O)O)c1	?	/
N#CC1=C2SCC(O)(c3ccccc3)N2C(=O)CC1c1ccccc1F (centres undefined)	?	/
COc1ccc(CN(C)CC(O)COc2ccc(C(=O)c3ccccc3)cc2)c(OC)c1OC (centres undefined)	?	/
Cc1c(C)c2ccc(OCC(=O)N[C@@H](Cc3ccccc3)C(=O)O)cc2oc1=O	?	/
O=c1c(-c2ccc(O)cc2)coc2c(C3O[C@H](CO)[C@@H](O)[C@H](O)[C@H]3O)c(O)ccc12 (some centres undefined)	?	/
CCCOc1ccccc1Cn1c(=O)oc2ccccc21	-17%	8
CCOc1ccc2nc(SCC(=O)NC(=O)C(C)C)sc2c1	?	/
CC(=O)c1sc(NC(=O)c2cc(-c3ccccc3)nn2-c2ccccc2)nc1C	?	/

2 of these compounds in a different format.
> N#CC1=C2SCC(O)(c3ccccc3)N2C(=O)CC1c1ccccc1F (centres undefined)
  S3 lipid droplet: ?
  S3 lipid droplet cell count max: /
> O=c1c(-c2ccc(O)cc2)coc2c(C3O[C@H](CO)[C@@H](O)[C@H](O)[C@H]3O)c(O)ccc12 (some centres undefined)
  S3 lipid droplet: ?
  S3 lipid droplet cell count max: /

More records follow:
SMILES	S3 lipid droplet	S3 lipid droplet cell count max
CN1C=CC=C/C1=C1/N=C(c2ccccc2)OC1=O	?	/
COc1ccc(S(=O)(=O)Nc2nnc(CC(C)(C)C)s2)cc1	-9%	-3
CCCN(CCC)c1cc(Cl)nc(N)n1	?	/
Cc1ccc(F)cc1S(=O)(=O)Nc1cccc(C(=O)N2CCCC(C(N)=O)C2)c1 (centres undefined)	-10%	-10
CNc1nc(Sc2ccccc2)cc(C(F)(F)F)n1	?	/
Cc1c(Cl)ccc2c1NC(=O)[C@]21N[C@@H](CCC(N)=O)[C@H]2C(=O)N(c3ccc(F)cc3)C(=O)[C@H]21	?	/
CCOC(=O)/C(C#N)=C\c1cn(C)c2ccccc12	17%	5
COc1ccc(CCN(C)C(=O)Cn2c(=O)oc3ccccc32)cc1OC	?	/
Cc1ccc(C(=O)N2CCN(C(=O)CN3CCOCC3)C2)cc1	?	/
Cc1ccsc1/C=N/NC(=O)C1CC(=O)N(c2ccccc2)C1 (centres undefined)	?	/
COc1ccc(/C=C/C=C2\NC(=S)NC2=O)cc1	?	/
COc1ccc([C@H]2CC(=O)C=C(c3ccc(C)cc3)C2)cc1OC	?	/
Cc1nn(C)cc1CN(C)C(=O)c1cc(COc2ccc(F)cc2F)on1	?	/
COC(=O)C1=C(C)N(CCCC(=O)O)C(=O)NC1c1ccc(Br)cc1 (centres undefined)	?	/
Cc1cccc(CC2SC(N)=NC2=O)c1 (centres undefined)	-1%	6
CS(=O)(=O)Nc1ccc(C(=O)NCc2ccc3c(c2)OCO3)cc1	?	/
Cc1ccc(-c2csc3nc(-c4ccncc4)[nH]c(=O)c23)cc1	-6%	-5
COc1cc(OC)cc(C(=O)NC(=S)N2CCN(c3ccc(C(F)(F)F)cc3[N+](=O)[O-])CC2)c1	-7%	6
CCC(=O)c1ccc2c(c1)OCCO2	?	/
COc1ccc(N(C(=O)c2ccc(S(=O)(=O)N3CCOCC3)cc2)C2C=CS(=O)(=O)C2)cc1 (centres undefined)	?	/
Cc1cccc(C(=O)NNS(=O)(=O)c2ccccc2)c1O	1%	1
Cn1c(=O)c2c(nc(NCCO)n2CCc2ccccc2)n(C)c1=O	?	/
CCCN1CCN(CCCNC(=O)Cn2nc(-c3ccc(C)cc3)ccc2=O)CC1	-8%	1
CCOC(=O)c1c(NC(=O)Cn2cnc3scc(-c4ccc(C)cc4)c3c2=O)sc(C)c1C	8%	-15
Cc1cc(NS(=O)(=O)c2ccccc2)cc(Cl)c1O	12%	-18
COc1ccc(/C=N/Nc2cc(N3CCCC3)nc(N3CCCC3)n2)cc1	?	/
Cc1oc(-c2ccccc2F)nc1CN1CCC(C(=O)NCc2cccnc2)CC1	10%	16
Cc1ccc(C)c(NC(=O)Cn2nc(-c3ccccc3)nc2-c2ccccc2)c1	-5%	-19
COc1cccc2c1OCC(C(=O)NCc1ccc(Cl)cc1Cl)=C2	i	/
CN1C(=O)/C(=N\OC(=O)c2cccc3ccccc23)c2ccccc21	?	/
O=C(O)/C=C/c1cnc2ccccc2c1	?	/
CCc1nnc(NC(=O)COc2ccc([N+](=O)[O-])cc2)s1	-12%	-11
O=C1N(c2ccccc2)C[C@@H]2C[C@@H](c3cccc4c3OCO4)N3CCC[C@@]123	2%	-2
Cc1nc(N2CCN(Cc3ccc4c(c3)OCO4)CC2)c2cc(-c3ccccc3)sc2n1	?	/
Cc1nn(CCCC(=O)Nc2cnn(Cc3ccc(F)cc3)c2)c(C)c1[N+](=O)[O-]	?	/
Cc1nc(N)sc1C(=O)N/N=C/c1ccccc1[N+](=O)[O-]	?	/
CCN1CCN(CCOCCOc2ccccc2-c2ccccc2)CC1	12%	-9
C#CCOCCOCCOCCNc1nc(N2CCN(C(=O)C([C@@H](C)CC)n3cc(C(N)Cc4ccc(O)cc4)nn3)CC2)nc(N2CCN(C(=O)[C@H](CCC(=O)O)n3cc(C(N)CO)nn3)CC2)n1 (some centres undefined)	-20%	1
O=c1oc(CCCO)cc2ccc(C#Cc3ccsc3)cc12	?	/
CCOC(=O)N1CCC(NC(=O)C2CCCN(Cc3nc(-c4ccc(CC)cc4)oc3C)C2)CC1 (centres undefined)	?	/
CCC(OC(=O)c1cccs1)C(=O)NCc1ccc2c(c1)OCO2 (centres undefined)	?	/
CCCCOC(=O)C(C)Sc1n[nH]c(=O)[nH]c1=O (centres undefined)	5%	0
CC(NC(=O)COC(=O)c1ccc([N+](=O)[O-])s1)c1ccccc1 (centres undefined)	-10%	-16
O=S(=O)(NCCc1ccccn1)c1cccs1	19%	16
CC(C)CNS(=O)(=O)c1cc(C(=O)OCC(=O)N2CCOCC2)c(Cl)cc1Cl	?	/
Cc1ccc(CN=Cc2[nH]c3ccc(Br)c(Cl)c3c2O)cc1	?	/
Cc1ncc(CO)c(CO)c1O	-1%	-10
COc1ccc(Cl)cc1NC(=O)CCCNC(=O)c1ccc(Cl)cc1	1%	5
CC(C)(C)C(=O)Nc1ccc(C(=O)Nc2cccnc2)cc1	?	/
Cc1ccc(S(=O)(=O)N2CCC(C)CC2)cc1[N+](=O)[O-]	-4%	11

In the list so far, 13 contain a Cl atom:
SMILES	S3 lipid droplet	S3 lipid droplet cell count max
O=C(COC(=O)c1cccnc1Cl)NCc1ccco1	?	/
Cc1cc(Cl)c2oc(C(=O)N3CCN(c4cccc(C)n4)CC3)c(C)c2c1	0%	12
O=C(CN1C(=O)CCOc2ccccc21)Nc1ccc(Cl)c(S(=O)(=O)N2CCOCC2)c1	11%	-12
Cc1cc(NC(=S)N(Cc2cccc(Br)c2)CC2CCC(C(=O)O)CC2)ccc1Cl (centres undefined)	3%	-14
Cc1nn(Cc2ccccc2)c(C)c1NC(=O)CCCn1nc([N+](=O)[O-])c(Cl)c1C	-17%	-5
Cc1ccc(NC(=O)Nc2cccc(Cl)c2)c(C(=O)O)c1	?	/
CCCN(CCC)c1cc(Cl)nc(N)n1	?	/
Cc1c(Cl)ccc2c1NC(=O)[C@]21N[C@@H](CCC(N)=O)[C@H]2C(=O)N(c3ccc(F)cc3)C(=O)[C@H]21	?	/
Cc1cc(NS(=O)(=O)c2ccccc2)cc(Cl)c1O	12%	-18
COc1cccc2c1OCC(C(=O)NCc1ccc(Cl)cc1Cl)=C2	i	/
CC(C)CNS(=O)(=O)c1cc(C(=O)OCC(=O)N2CCOCC2)c(Cl)cc1Cl	?	/
Cc1ccc(CN=Cc2[nH]c3ccc(Br)c(Cl)c3c2O)cc1	?	/
COc1ccc(Cl)cc1NC(=O)CCCNC(=O)c1ccc(Cl)cc1	1%	5
